# STAT3 blocker – inhibitors of IL-6 induced STAT3 signaling. U3A cells, IL-6 STAT3-luciferase reporter, luminescence; host cell line lacks STAT1. inhibition, % at 5.5 µM. 190,000 compounds, 0.89% hits. AID 862;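 active = inhibition above the mean inhibition across all screened compounds plus 3 SD, cut at about 44% in these data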;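 also: 0% = DMSO only wells and 100% = 100 µM nifuroxazide control wells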
# Diaphorase act – activates diaphorase or chemically reduces, flagging diaphorase assay artifacts; Diaphorase/resazurin coupled assay, resorufin fluorescence, 16 min; stronger effect = higher value; 1 = vehicle wells, 0 = NADH-free wells; AID 1229; activation factor at 20 µM; 190,000 compounds, 0.005% hits;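 active = diaphorase activity raised at least twofold by the compound at 20 µM; inactive = activation factor below 2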
#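 Material: Clostridium kluyveri diaphorase, purified enzyme; Quantity: enzyme 0.07 U/mL final; Medium: HEPES pH 7.4 buffer with MgCl2 and Tween 20; Dosing: single compound dose of 20 µM, 1% DMSO final; Schedule: 16 min reaction at room temperature; Measured by: red resorufin fluorescence at 544/590 nm excitation/emission.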
# STAT1 activator – activators of IFN-gamma induced STAT1 signaling; NIH 3T3 STAT1-luciferase reporter, luminescence; 100% = IFN-gamma alone, no compound; activation (% of control), % at 5.5 µM; 200,000 compounds, 2.6% hits;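 active = activation above the screen-wide mean activation plus 3 SD, cut at about 130% in these data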;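 also: raw ratio to IFN-gamma control signal so 100% means no change and 0% no light; values of inactives mirror those of a sister screen read the other way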
# STAT3 act – STAT3 signaling activation. U3A cells, IL-6 STAT3-luciferase reporter, luminescence; 100% = signal with IL-6 EC80 alone. activation (% of control), % at 5.6 µM. 190,000 compounds, 0.91% hits. AID 871;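 active = activation above the screen-wide mean of compound activation plus 3 SD, cut at about 130% in these data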;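 also: 0% = background luminescence of wells with medium and substrate only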
#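 System – human U3A cells carrying STAT3-luciferase construct · Probe or stimulus – Interleukin-6, 33 ng/mL · Schedule – compound 1 h, then IL-6 6 h at 37 °C · Signal – luminescence from STAT3-driven luciferase reporter · Evaluation – percent of IL-6-only median luminescence · Benchmarks – IL-6-only high control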
# Diaph inh CS – diaphorase inhibition or chemical oxidation counter-screen; diaphorase resazurin-to-resorufin fluorescence, NADH, 16 min; bacterial (C. kluyveri) enzyme, not human; inhibition, % at 20 µM; 190,000 compounds, 0.69% hits;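 active = primary screen inhibition at 20 µM above a set limit, cut at about 50% in these data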;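 also: plate controls were DMSO with full reaction for no effect and wells lacking NADH for full effect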
#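 Assay system: diaphorase enzyme from Clostridium kluyveri; Input: enzyme working solution with 0.14 U/mL diaphorase; Timing: 16 min at room temperature; Technique: resorufin fluorescence, excitation 544 nm, emission 590 nm; Benchmarks: positive control minus NADH, DMSO neutral control.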
# STAT1 blocker – reduces IFN-gamma driven STAT1 reporter signal; inhibition, % at 5.5 µM; NIH 3T3 STAT1-luciferase reporter, luminescence; AID 920; 200,000 compounds, 0.35% hits;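 active = inhibition above a set limit, the mean inhibition across all tested compounds plus 3 SD, cut at about 34% in these data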;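 also: 0% = IFN-gamma with DMSO and 100% = IFN-gamma with 300 µM nifuroxazide; values of inactives mirror those of a sister screen read the other way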
# G6PDH CS – inhibits Leuconostoc G6PDH, flagging false hits in G6PDH-based assays | 200,000 compounds, 0.12% hits | Purified L. mesenteroides G6PDH, diaphorase/resazurin coupled fluorescence, 45 min | inhibition, % at 5 µM; in the data active = inhibition above about 50%
# APP transl inh – APP translation inhibition; SH-SY5Y APP 5'UTR-luciferase reporter, luminescence; inhibition, % at 2 µM; 190,000 compounds, 0.82% hits; AID 1285;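 active = inhibition above a set limit, derived from the sample mean plus 3 SD, cut at about 45% in these data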; also: values of inactives mirror those of a sister screen read the other way
# Hsp70 act – switches on Hsp70 transcription; HeLa Hsp70 promoter luciferase reporter, luminescence; scaled: vehicle 0, proteasome-inhibitor control 100%; activation, % at 10 µM; 200,000 compounds, 0.04% hits; AID 1203;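 active = activation above the mean across all tested compounds plus 3 SD, cutoff set per campaign, cut at about 5.5% in these data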;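 also: 100% = MG132 at 30 µM as the positive control and 0% = DMSO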
# TLR4 MyD88 comp – blocks binding of human TLR4 to MyD88; inhibition, % at 8.4 µM; HeLa CL3-4 TLR4/MyD88 BLA complementation, FRET ratio; 200,000 compounds, 0.18% hits; O00206+Q99836; AID 861; in the data active = inhibition above about 25%;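 also: 0% = vehicle and 100% = reference inhibitor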
# Target sequence (O00206 whole entry, looked up): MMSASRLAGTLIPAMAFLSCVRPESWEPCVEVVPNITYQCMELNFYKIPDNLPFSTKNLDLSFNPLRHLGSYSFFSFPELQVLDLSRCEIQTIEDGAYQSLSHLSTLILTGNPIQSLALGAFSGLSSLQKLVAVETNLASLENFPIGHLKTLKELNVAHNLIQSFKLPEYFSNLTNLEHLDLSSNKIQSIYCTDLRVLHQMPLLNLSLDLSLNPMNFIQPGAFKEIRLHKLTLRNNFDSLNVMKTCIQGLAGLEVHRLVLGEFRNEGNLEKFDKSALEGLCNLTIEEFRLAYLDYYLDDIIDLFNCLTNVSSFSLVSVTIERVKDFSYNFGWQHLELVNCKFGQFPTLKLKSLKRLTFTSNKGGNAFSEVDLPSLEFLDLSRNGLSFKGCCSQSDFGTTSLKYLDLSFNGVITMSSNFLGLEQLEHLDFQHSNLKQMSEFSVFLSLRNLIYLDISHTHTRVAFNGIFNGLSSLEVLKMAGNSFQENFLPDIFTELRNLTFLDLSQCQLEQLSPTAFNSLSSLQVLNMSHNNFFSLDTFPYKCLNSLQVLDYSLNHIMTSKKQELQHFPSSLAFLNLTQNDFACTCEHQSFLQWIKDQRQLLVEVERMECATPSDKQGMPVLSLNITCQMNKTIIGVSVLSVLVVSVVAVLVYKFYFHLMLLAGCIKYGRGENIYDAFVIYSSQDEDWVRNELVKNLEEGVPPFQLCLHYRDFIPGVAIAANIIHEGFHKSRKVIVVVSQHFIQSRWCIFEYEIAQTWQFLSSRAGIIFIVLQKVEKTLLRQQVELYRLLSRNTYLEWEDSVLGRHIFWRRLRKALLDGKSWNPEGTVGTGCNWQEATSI
# Target sequence (Q99836 whole entry, looked up): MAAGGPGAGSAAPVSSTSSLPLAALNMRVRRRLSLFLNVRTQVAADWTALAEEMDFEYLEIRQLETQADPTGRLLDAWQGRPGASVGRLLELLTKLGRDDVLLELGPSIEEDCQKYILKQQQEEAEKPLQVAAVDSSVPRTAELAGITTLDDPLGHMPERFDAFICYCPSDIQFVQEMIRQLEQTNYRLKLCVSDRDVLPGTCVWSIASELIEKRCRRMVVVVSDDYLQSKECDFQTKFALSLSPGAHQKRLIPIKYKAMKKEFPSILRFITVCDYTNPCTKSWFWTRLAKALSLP
# Numbers without * were called inactive.
SMILES,STAT3 blocker,Diaphorase act,STAT1 activator,STAT3 act,Diaph inh CS,STAT1 blocker,G6PDH CS,APP transl inh,Hsp70 act,TLR4 MyD88 comp
COc1ccccc1N(CC(=O)NC(C)(C)C)S(=O)(=O)c1cccs1,-1,0.9,96,99,13,4,3,0,-0.6,-10
Cc1ccc(N=C2NC(=O)/C(=C\c3ccco3)S2)cc1,-8,0.8,107,105,20,-7,-2,-22,-0.1,8
Cc1nn(-c2ccccc2)c2sc(-c3nnc(SCC(=O)O)o3)cc12,0,0.9,101,105,14,-1,8,-7,-0.3,3
CCc1nc2cc(Cl)c(Cl)cc2[nH]1,16,1,106,89,0,-6,7,23,0.0,-1
O=C1C(SC(F)(F)C(F)F)=C(C(F)(F)F)OC2C3C=CC(C3)C12 (centres undefined),6,1,93,97,3,8,-1,-11,0.1,4
CCN=c1scc(-c2ccco2)n1/N=C/c1ccc(OC)c(O)c1,24,0.9,90,84,13,11,-3,-182,0.5,3
CCOC(=O)C1(Cc2cccc(OC)c2)CCN(CC=C(C)C)CC1,-6,0.9,95,107,11,3,10,22,-0.1,-2
Cc1c(Nc2nc3ccccc3nc2N2CCN(c3ccccc3)CC2)c(=O)n(-c2ccccc2)n1C,-10,1,106,111,-5,-6,4,9,-0.3,9
CSc1nc2c(c(=O)[nH]1)CCCC2,4,1,92,98,2,9,0,8,-0.3,5
CCOc1cnn(Cc2ccccc2)c(=O)c1SCc1ccccc1,-4,0.9,98,103,10,2,-1,-6,-0.5,11
CCOC(=O)N1CCN(C(=O)CN(C2CCCCC2)S(=O)(=O)c2ccc(C)cc2)CC1,4,1,97,100,-2,3,1,-2,-0.1,2
COCCOc1cc(NC(=O)CS(=O)(=O)CC(=O)N(C)C)c(Cl)cc1Cl,5,0.8,104,100,24,-7,7,-21,0.6,-17
CCOC(=O)N1CCN(C(=O)C2CCN(C(=O)c3cc4sccc4n3CC)CC2)CC1,9,0.9,99,93,14,2,-12,18,-0.2,3
CCCCOc1ccc(C(=O)Nc2cccc(C)n2)cc1,48*,0.9,112,64,13,-13,3,-111,0.1,-1
O=c1c2cn[nH]c2[nH]c(=S)n1-c1ccccc1Cl,10,0.7,102,102,29,-3,1,-25,0.5,-10
Cc1ccc2cc(CN(C)S(C)(=O)=O)c(=O)[nH]c2c1,-3,1.1,98,109,-8,2,8,-4,-0.1,19
COc1cccc(-n2c(C)nc3c(cnn3-c3ccc(Cl)cc3)c2=O)c1,55*,0.9,89,56,10,12,-19,-12,1.7,-7
Cc1cccc(C)c1NC(=S)N/N=C1\CC2CC=CC12 (centres undefined),6,0.9,104,97,5,-5,8,-8,-0.1,-3
CC(=O)Nc1cccc(NC(=O)CSc2nnnn2C(C)C)c1,-21,0.9,110,118,14,-10,-5,-15,-0.3,-11
Cc1ccc(CNC(=O)C2CCN(S(=O)(=O)c3cnc[nH]3)CC2)cc1,2,0.9,97,105,12,3,1,0,-0.3,-12
CC(=O)N1CCN(Cc2nc3cc(NC(=O)c4ccc(F)cc4)ccc3n2C)CC1,5,1.1,104,99,-8,-6,10,-6,0.1,-2
O=C(O)C1CCCCC1C(=O)NCCc1ccccc1 (centres undefined),15,1,99,91,4,1,-4,20,0.1,4
COC(=O)c1c(NC(=O)CC2Sc3ccc(C(F)(F)F)cc3NC2=O)sc(C)c1C (centres undefined),9,1,93,96,0,7,13,-23,0.0,-16
CC1(C)C2CC=C(/C=N/NC(=O)c3ccc(O)cc3)C1C2 (centres undefined),-12,0.9,97,106,14,4,-19,4,-0.4,-12
CCOC(=O)CCCCC(=O)c1[nH]c(=O)[nH]c1CSc1nc(C)cc(C)n1,3,0.9,95,101,11,6,-6,-16,1.7,-3
CC(=O)Nc1ccc(/C(C)=N/NS(=O)(=O)c2ccc(C)cc2)cc1,23,1,95,89,0,5,0,-1,-0.2,1
CCCCCCCn1c(=N)n(CC(O)c2ccco2)c2ccccc21 (centres undefined),10,1.1,85,95,-6,14,12,-16,-0.3,19
CCCc1ccc(OCC(=O)NNC(=S)NC(=O)c2ccco2)cc1,-9,1,104,105,4,-4,4,0,-0.3,-8
Cc1cc(=O)oc(C)c1C(=O)NCCCN1CCN(c2ccc(F)cc2)CC1,21,0.9,102,89,7,-2,19,-4,0.3,0
Cc1nn(-c2ccccc2)c2sc(C(=O)NCCN3CCOCC3)cc12,10,0.9,104,94,5,-4,0,9,-0.1,-9
Cc1cc(C)n(CCN(C)c2nc3nonc3nc2NC2CC2)n1,14,0.8,99,93,22,1,9,-14,-0.1,-9
O=c1c2ccccc2nc(-c2ccccc2)n1Cc1ccccc1,-6,0.9,108,108,8,-9,1,-32,0.0,-13
COc1ccc(NC(=O)CN2CCN(S(=O)(=O)c3ccc(Cl)cc3)CC2)cc1,2,0.8,97,102,16,3,-3,-10,0.0,2
Cc1cc(/C=C(/C#N)c2cccc(Cl)c2)c(C)n1C,27,0.8,120,86,22,-22,3,-20,-0.2,3
Cc1cc(Cl)c2ccc3ccccc3c2n1,19,0.8,102,86,24,-4,12,0,-0.3,-2
Cc1ccc(NC(=S)NCCC(c2ccccc2)c2ccccc2)c(C)c1,3,0.8,103,104,16,-3,-9,-12,-0.1,-4
COc1ccc(C(=O)CCNc2ccc3c(c2)OCCO3)cc1,27,0.8,110,84,24,-12,16,-23,0.4,8
CCOC(=O)c1ccc(NC(=O)CC2SC(=NC)N(C)C2=O)cc1 (centres undefined),6,0.8,108,99,16,-8,-2,-6,0.0,8
O=C(O)CSc1nc2ccccc2o1,7,1,104,97,-1,-4,4,10,-0.2,-19
CC(OC(=O)c1ccc([N+](=O)[O-])s1)C(=O)Nc1ncc(Cl)cc1Cl (centres undefined),-12,0.8,99,111,17,1,7,-7,-0.2,6
OC(c1ccc2c(c1)OCO2)c1nccc2ccccc12 (centres undefined),-6,0.8,105,108,15,-5,5,4,-0.2,-2
O=C1C=C(NC2=CC3OC(c4ccccc4)OCC3OC2=O)CCC1 (centres undefined),51*,0.9,84,57,6,18,9,13,-0.1,6
COc1ccc(C(=O)N2CCC(n3nnc4cc(F)ccc43)CC2)cc1OC,7,0.9,94,97,11,6,10,-5,-0.2,-7
CCN1CCN(CC(=O)N2N=C(c3cccs3)CC2c2ccc(F)cc2)C(=O)C1=O (centres undefined),8,0.9,98,98,5,-1,4,-3,0.5,-20
CCCCCCCSc1nsc(N)n1,2,0.8,111,101,15,-13,5,-11,0.0,4
O=C(Nc1nccs1)c1ccc(Br)c(S(=O)(=O)N2CCOCC2)c1,11,1,97,93,2,1,7,2,-0.2,-3
COc1ccc(C2C(C(=O)NCC3CCCO3)CCC(=O)N2c2ccc3c(c2)OCO3)cc1 (centres undefined),4,0.9,105,102,11,-5,-4,-13,-0.2,-10
CCOC(=O)C(NC(C)=O)C(OC(C)=O)c1cccc([N+](=O)[O-])c1 (centres undefined),9,0.9,102,102,7,-2,15,0,0.1,5
CC(=O)Nc1cccc(C2=CC(c3ccco3)n3ncnc3N2)c1 (centres undefined),31,0.7,104,78,29,-5,5,-6,-0.3,13
Cc1nn2c(-c3ccccn3)ccnc2c1Br,26,0.9,115,81,6,-16,-1,-4,-0.3,8
COc1ccc2sc(N3C(=O)C4CC=C(C)CC4C3=O)nc2c1 (centres undefined),22,0.8,94,84,21,10,-9,-22,-0.1,0
Cc1cccc(NC(=O)c2oc3ccc(S(=O)(=O)N4CCOCC4)cc3c2C)c1C,3,0.9,103,101,13,-4,-3,-27,0.4,11
CCn1nc(C(=O)OCC(=O)N2CC(=O)Nc3ccccc32)c2ccccc2c1=O,5,1,96,101,4,3,1,1,0.0,8
CN(CC(=O)NCc1ccccc1Cl)CC(=O)Nc1cccc(F)c1,5,0.9,97,101,9,1,9,-9,-0.4,-8
COC(=O)C1=C(C)NC(=S)NC1c1sccc1C (centres undefined),8,0.9,93,100,7,8,6,9,0.4,-13
Cc1ccc(Cl)cc1N1CCN(C(=O)Cc2ccc(-n3c(=O)[nH]c4ccsc4c3=O)cc2)CC1,11,0.8,101,91,18,-1,18,-26,0.1,0
Cn1c(SCC(=O)NC2CCCCC2)nnc1-c1cc2ccccc2o1,8,1,104,99,1,-4,4,14,0.1,5
Cc1ccccc1N1CCN(CCCCN2C(=O)C3CCCN3C2=O)CC1 (centres undefined),6,1,94,99,0,7,14,0,-0.3,-10
Cc1c(C)n(CC(O)CN(CCO)CCO)c2ccccc12 (centres undefined),16,0.9,103,93,8,-5,2,12,-0.2,-6
Cc1c(C(=O)Oc2ccc(F)cc2)sc2ncn(Cc3cccc(F)c3)c(=O)c12,5,1,106,96,4,-7,1,-8,0.0,-10

# Additional records follow:
SMILES,STAT3 blocker,Diaphorase act,STAT1 activator,STAT3 act,Diaph inh CS,STAT1 blocker,G6PDH CS,APP transl inh,Hsp70 act,TLR4 MyD88 comp
COc1cccc(CN2C(=O)C3(C(C#N)=C(N)OC4=C3C(=O)CCC4)c3ccccc32)c1 (centres undefined),10,0.9,104,95,8,-5,-10,-9,-0.2,16
COc1ccc([N+](=O)[O-])cc1N(CC(=O)O)S(C)(=O)=O,8,0.9,101,95,7,-4,10,-20,-0.4,-15
CC1C/C(=N/N=C2/NC(=O)CS2)CC(C)(C)C1 (centres undefined),18,0.9,101,94,10,-1,5,-8,-0.2,8
CC1(C)CC(=O)C(=CN2CCN(C(=O)c3ccco3)CC2)C(=O)C1,4,0.8,98,100,22,2,15,20,-0.3,-9
COc1cc2ccccc2cc1-c1nnc(COc2ccccc2)o1,22,0.8,112,86,24,-13,3,-5,-0.1,12
CCCCOC1(c2ccccc2)NC(=S)NN=C1c1ccccc1 (centres undefined),6,0.8,102,100,20,-2,3,-2,-0.5,6

# Source: PubChem BioAssay (several laboratories)
